CCHF vOTU inh: CCHFV vOTU protease inhibitors, primary screen, biochemical, Pep-AMC substrate, fluorescence; Crimean-Congo hemorrhagic fever virus L polyprotein viral ovarian tumor (vOTU) protease …; inhibition, % at 11.5 µM; 370,000 tested, 0.55% active; further: 0% = vehicle wells with enzyme and 100% = no enzyme wells
GDH-TPI inh: GDH-TPI coupling enzyme inhibitors, primary screen, artefact control for M. tuberculosis FBA inhibitor project, biochemical, absorbance, full deck | 360,000 tested, 1.2% active | GDH-TPI coupled enzyme counterscreen, NADH absorbance | inhibition, % at 4.8 µM;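 further: 0% = DMSO wells and 100% = wells lacking the enzyme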
Mtb BioA inh: M. tuberculosis BioA enzyme inhibitors, primary screen, biochemical, plate reader, single point, HTS. 7,8-diaminopelargonic acid synthase BioA (Mycobacterium tuberculosis). purified M. tuberculosis BioA enzyme. inhibition, % at 9.99 µM. 360,000 tested, 0.096% active. AID 602481, 2012; in the data active means inhibition above about 40%; inconclusive means no clear call, values can overlap the other calls
MazEF act: activators of E. coli MazEF toxin-antitoxin RNase, primary screen, biochemical, fluorescence, uHTS; Endoribonuclease toxin MazF (Escherichia coli (strain K12)), P0AE70; FAM/BHQ RNA-DNA oligo cleavage fluorescence, 5 h; activation, % at 20 µM; 350,000 tested, 0.32% active; AID 504720, 2011; in the data active means activation above about 50%
Target sequence (P0AE70 whole entry, looked up): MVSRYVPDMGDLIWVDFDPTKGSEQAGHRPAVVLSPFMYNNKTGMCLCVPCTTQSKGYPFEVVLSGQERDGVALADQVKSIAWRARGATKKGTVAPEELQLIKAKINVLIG
VHR inh abs: VHR1 phosphatase inhibitors, primary screen, biochemical, absorbance, uHTS; recombinant VHR phosphatase, pNPP absorbance; AID 1654, 2009; 290,000 tested, 0.52% active; inhibition, % at 13.3 µM; Dual specificity protein phosphatase 3 (Homo sapiens), P51452; in the data active means inhibition above about 50%; further: some compounds called inactive have numbers as strong as hits
Target sequence (P51452 whole entry, looked up): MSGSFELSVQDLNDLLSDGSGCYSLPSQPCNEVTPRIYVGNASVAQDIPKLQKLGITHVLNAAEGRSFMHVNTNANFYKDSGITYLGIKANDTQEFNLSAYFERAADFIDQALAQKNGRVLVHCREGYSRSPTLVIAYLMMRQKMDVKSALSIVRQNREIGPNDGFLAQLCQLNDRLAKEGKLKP
FadD28 binding: inhibitors of FadD28 bisubstrate probe binding, primary screen, biochemical, fluorescence polarization, single point; Mycobacterium tuberculosis FadD28 fatty-acid-AMP ligase; inhibition, % at 12.5 µM; 360,000 tested, 0.22% active; in the data active means inhibition above about 8.5%, passing the limit was not always enough; inconclusive means no clear call, values can overlap the other calls
BoNT F protease: BoNT/F light chain protease inhibitors, primary screen, biochemical, flow cytometry, MLPCN library. Multiplex microsphere protease cleavage assay. inhibition, % at 10 µM. 360,000 tested, 0.22% active. AID 588497, 2011; in the data active means inhibition above about 35%, passing the limit was not always enough; inconclusive means no clear call, values can overlap the other calls; further: plate controls were buffer without enzyme for full effect and enzyme alone for no effect
Mtb FBA inh: Mtb FBA enzyme inhibitors, primary screen, biochemical, fluorescence, strain H37Rv. Fructose-bisphosphate aldolase (Mycobacterium tuberculosis (strain ATCC 25618 / H37Rv)), …. purified M. tuberculosis FBA, fluorescence read-out. inhibition, % at 1 µM. 360,000 tested, 2.3% active; in the data active means inhibition above about 27%;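 further: 0% = vehicle and 100% = reference inhibitor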
Target sequence (P9WQA3 whole entry, looked up): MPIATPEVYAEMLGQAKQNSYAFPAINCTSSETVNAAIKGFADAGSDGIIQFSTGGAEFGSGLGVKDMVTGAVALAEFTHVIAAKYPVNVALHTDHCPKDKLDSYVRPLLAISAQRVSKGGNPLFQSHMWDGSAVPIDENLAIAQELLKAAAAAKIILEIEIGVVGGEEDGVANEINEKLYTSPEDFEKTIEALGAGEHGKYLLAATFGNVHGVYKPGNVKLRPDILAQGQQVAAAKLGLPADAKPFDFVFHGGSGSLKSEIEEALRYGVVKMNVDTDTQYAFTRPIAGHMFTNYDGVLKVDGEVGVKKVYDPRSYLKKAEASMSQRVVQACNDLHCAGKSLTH
UGM FP inh: M. tuberculosis UGM enzyme inhibitors, primary screen, biochemical, fluorescence polarization, single point; UDP-galactopyranose mutase (Mycobacterium tuberculosis (strain ATCC 25618 / H37Rv)), …; purified UGM, fluorescence polarization probe displacement; inhibition, % at 10 µM; 320,000 tested, 0.06% active; AID 504406, 2011; in the data active means inhibition above about 10%, passing the limit was not always enough; inconclusive means no clear call, values can overlap the other calls
Target sequence (P9WIQ1 whole entry, looked up): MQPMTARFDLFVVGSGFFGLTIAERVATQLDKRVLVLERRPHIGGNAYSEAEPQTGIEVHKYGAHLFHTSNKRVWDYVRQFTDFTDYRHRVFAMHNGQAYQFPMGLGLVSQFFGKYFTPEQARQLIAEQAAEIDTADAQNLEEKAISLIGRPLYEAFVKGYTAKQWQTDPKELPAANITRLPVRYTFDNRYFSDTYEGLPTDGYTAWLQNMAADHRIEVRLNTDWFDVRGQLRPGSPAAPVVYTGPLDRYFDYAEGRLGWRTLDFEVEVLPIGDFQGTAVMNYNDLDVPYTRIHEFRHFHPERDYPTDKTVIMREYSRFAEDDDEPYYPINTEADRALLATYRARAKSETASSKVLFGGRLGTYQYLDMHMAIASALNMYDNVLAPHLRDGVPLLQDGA
Rv3671c protease: Rv3671c serine protease inhibitors, primary screen, biochemical, fluorescence polarization, M. tuberculosis H37Rv. 320,000 tested, 0.048% active. inhibition, % at 5.96 µM. P9WHR9; in the data active means inhibition above about 38%;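 further: extracellular domain of Rv3671c used as enzyme; 0% = enzyme with DMSO and 100% = no enzyme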
Numbers without * were called inactive; ? = inconclusive; / = no result given. Unless noted, no stated cut-off is given here; in the data, active means inhibition above about 30%; inactive means the rest.

SMILES	CCHF vOTU inh	GDH-TPI inh	Mtb BioA inh	MazEF act	VHR inh abs	FadD28 binding	BoNT F protease	Mtb FBA inh	UGM FP inh	Rv3671c protease
CC(C)C(NC(=O)c1ccc(F)cc1)C(=O)N1CCOCC1 (configuration not stated)	-12	-6	-1.5	10	/	-1.5	0	-1	-1.6	-6
Cc1ccc(S(=O)(=O)NCC(=O)NCc2cc(=O)n(C)c(=O)n2C)cc1	3	15	-2.2	3	45	0.3	10	1	2.6	-3
CCCNC(=O)C1(C)CCN(C(=O)c2ccc(F)cc2Cl)C1 (configuration not stated)	6	4	2.0	/	/	-1.0	7	4	/	/
CC(C)N(Cc1nc(-c2ccc3c(c2)OCO3)no1)Cc1nccn1C	3	-2	/	7	26	-1.5	1	1	1.6	2
CCOc1c(O)ccc(C2NC(=O)N(C)C(C)=C2C(=O)OC)c1[N+](=O)[O-] (configuration not stated)	12	9	/	3	-2	2.1	2	-2	2.0	0
COc1ccccc1OCC(=O)NCC1CCCN(C(=O)c2cccc(C)c2)C1 (configuration not stated)	6	2	0.5	0	/	-1.1	-5	-4	/	/
CC12CCC(C/C1=N/NC(=O)COc1ccccc1Cl)C2(C)C (configuration not stated)	8	3	2.4	7	-6	-3.4	-1	0	3.4	5
O=C(N/N=C(\c1ccccc1)c1cccnc1)c1cc(O)ccc1O	0	/	/	/	15	/	/	/	-2.6	6
CC(C)N(Cc1nc(-c2ccccc2)no1)C(=O)CSc1ccccc1	-11	7	0.1	-6	19	-3.0	-6	4	2.1	-9
Cc1cc(C)n(-c2c(F)c(F)c(CO)c(F)c2F)n1	-6	2	-1.1	0	14	-0.9	-8	0	-0.1	-1

The list goes on, starting with the last 6 of the part before.
SMILES	CCHF vOTU inh	GDH-TPI inh	Mtb BioA inh	MazEF act	VHR inh abs	FadD28 binding	BoNT F protease	Mtb FBA inh	UGM FP inh	Rv3671c protease
CCOc1c(O)ccc(C2NC(=O)N(C)C(C)=C2C(=O)OC)c1[N+](=O)[O-] (configuration not stated)	12	9	/	3	-2	2.1	2	-2	2.0	0
COc1ccccc1OCC(=O)NCC1CCCN(C(=O)c2cccc(C)c2)C1 (configuration not stated)	6	2	0.5	0	/	-1.1	-5	-4	/	/
CC12CCC(C/C1=N/NC(=O)COc1ccccc1Cl)C2(C)C (configuration not stated)	8	3	2.4	7	-6	-3.4	-1	0	3.4	5
O=C(N/N=C(\c1ccccc1)c1cccnc1)c1cc(O)ccc1O	0	/	/	/	15	/	/	/	-2.6	6
CC(C)N(Cc1nc(-c2ccccc2)no1)C(=O)CSc1ccccc1	-11	7	0.1	-6	19	-3.0	-6	4	2.1	-9
Cc1cc(C)n(-c2c(F)c(F)c(CO)c(F)c2F)n1	-6	2	-1.1	0	14	-0.9	-8	0	-0.1	-1
Cc1[nH]c2ccccc2c1C(=O)COC(=O)c1c(-c2c(F)cccc2Cl)noc1C	-16	-12	-0.5	3	6	-20	0	-4	2.1	-15
O=C(CSc1nccn1Cc1ccc(F)cc1)NC1CCCCC1	-2	-2	0.2	3	/	-2.5	0	-3	/	/
COC(=O)c1cnn(-c2cc(Oc3ccccc3)ncn2)c1N	-1	6	-3.0	4	5	0.5	2	-3	4.6	-12
COc1ccccc1N1C(=O)C2C(C(=O)c3ccccc3)=NN(c3ccccc3)C2C1=O (configuration not stated)	7	3	/	-109	21	-1.7	?	-10	-1.4	7
CCOC(=O)Nc1n[nH]c(NC(=O)OCC)c1[N+](=O)[O-]	-8	8	/	8	4	-0.3	-4	4	0.4	-4
CCC(C(=O)NCc1ccco1)N(C(=O)CNS(=O)(=O)c1ccccc1)c1ccc(F)cc1 (configuration not stated)	12	-3	-1.4	11	2	-3.8	-27	0	-1.0	12
CCCOc1ccc(/C(O)=C2/C(=O)C(=O)N(CCN(C)C)C2c2ccncc2)cc1 (configuration not stated)	12	20	0.1	9	/	-2.0	-18	-12	-1.7	6
CC(=O)N(c1cc(C)ccc1C)c1ccccc1[N+](=O)[O-]	-3	14	1.4	-3	/	-1.1	-12	3	/	/
COc1ccc(OCCC(=O)Nc2cc(C)on2)cc1	-10	-12	-1.4	2	-8	-1.7	-4	7	-1.3	-3
Cc1ccc(CCNS(=O)(=O)c2c(C)nc3sccn3c2=O)cc1	-3	-1	-0.3	8	17	0.4	-11	10	1.7	2
O=C1NC[C@H](Cc2ccccc2)N(C[C@H]2CCCN2C[C@H](Cc2ccccc2)N2C[C@H](Cc3ccc(O)cc3)N(CCc3ccccc3)C(=O)C2=O)C1=O	6	-10	-0.9	3	/	-1.7	0	-2	/	/
COc1cccc(-n2nc(-c3ccnn3-c3ccc(C)cc3)c(=O)n(C)c2=O)c1	10	16	-1.5	-8	16	-0.7	9	3	4.2	-7
C/C(=N\NC(=O)c1cccc(S(=O)(=O)Nc2ccccc2Cl)c1)c1ccco1	20	10	/	4	12	1.1	8	-1	1.5	-22
CCN(C[C@H]1N[C@@](C)(C(=O)OC)[C@H]2C(=O)N(C)C(=O)[C@@H]12)C(=O)COc1ccccc1	-6	11	0.3	5	/	-1.8	-5	5	0.5	-2
CCC(C)N=C1CC(C)(C)CC(=O)/C1=C(/O)Cc1ccccc1 (configuration not stated)	7	7	-0.2	4	7	0.0	-3	-2	1.8	4
Cc1ccc(/C(O)=C2\C(=O)C(=O)N(c3cc(C)on3)C2c2cccc(Br)c2)cc1 (configuration not stated)	9	9	-1.7	0	10	-5.2	0	-4	0.0	1
O=C1OCc2cc(NC(=O)C34CC5CC(CC(C5)C3)C4)ccc21	-1	3	0.3	-9	3	-2.5	-13	0	0.7	-7
O=S(=O)(NC1CCCCC1N1CCN(c2ccc(F)cc2)CC1)c1ccc(Cl)cc1 (configuration not stated)	/	9	2.0	-23	21	-0.4	-4	2	0.9	3
Cc1ccccc1NC(C)C(=O)N/N=C/c1c[nH]c2ccccc12 (configuration not stated)	4	12	/	3	18	1.2	7	1	-0.3	8
c1cnc2cc(-c3ccsc3)ncc2c1	-13	15	1.8	2	/	-1.9	-3	29*	0.2	0

Reformatted with two lines to a compound: two of the compounds above.
Screens in order – CCHF vOTU inh, GDH-TPI inh, Mtb BioA inh, MazEF act, VHR inh abs, FadD28 binding, BoNT F protease, Mtb FBA inh, UGM FP inh, Rv3671c protease
- CCC(C)N=C1CC(C)(C)CC(=O)/C1=C(/O)Cc1ccccc1 (configuration not stated)
→ 7, 7, -0.2, 4, 7, 0.0, -3, -2, 1.8, 4
- O=S(=O)(NC1CCCCC1N1CCN(c2ccc(F)cc2)CC1)c1ccc(Cl)cc1 (configuration not stated)
→ /, 9, 2.0, -23, 21, -0.4, -4, 2, 0.9, 3

Carrying on:
SMILES	CCHF vOTU inh	GDH-TPI inh	Mtb BioA inh	MazEF act	VHR inh abs	FadD28 binding	BoNT F protease	Mtb FBA inh	UGM FP inh	Rv3671c protease
O=C(Nc1ccccc1N1CCOCC1)c1ccc([N+](=O)[O-])cc1	-3	9	-0.1	8	16	-0.1	-7	0	-0.1	-2
COc1ccc(S(=O)(=O)Nc2cc3c4c(c2)CCN4C(=O)CC3)cc1OC	-6	3	-0.1	1	/	-1.2	-8	-2	-0.6	4
CCN(CC)C(=O)Cn1nnc(-c2ccc(C)o2)n1	-2	20	-1.9	7	14	1.0	11	1	-0.4	-2
COc1ccc(CNC(=O)c2ccncc2)cc1	-2	-2	-0.9	-5	1	-0.2	8	-1	5.3	6
CCOC(=O)N1CCN(c2nc(-c3ccc(F)cc3)cs2)CC1	-1	3	0.4	-1	-8	-1.6	-7	1	1.4	-7
Cc1cc(NC(=O)Nc2cc(F)ccc2C)n(C)n1	/	-5	0.8	3	7	-5.0	-13	6	-3.1	1
Cc1ccc(C2CC(=O)NC(SCCC(C)C)=C2C#N)cc1 (configuration not stated)	1	-2	-0.4	-8	17	1.0	0	2	2.4	1
CC(C)CCN1CC(C(=O)NCCC2=CCCCC2)CC1=O (configuration not stated)	17	-1	-2.1	-4	32	0.0	-7	2	2.8	-2
FC(F)(F)c1ccc2c3n(nc2c1)CCN=C3c1ccc(Cl)cc1	-8	9	-1.6	1	/	-0.1	-10	2	-2.9	9
COC(=O)c1ccc(CC(=O)c2nc3ccccc3s2)cc1	-10	5	-1.3	19	-4	-0.7	-4	2	/	-2
CCc1ccc(-c2cc(C)no2)cc1S(=O)(=O)Nc1ccccn1	8	2	-1.6	6	-3	-0.3	4	15	-1.9	3
CC1(C)Cc2ccccc2-c2[nH]c(=S)[nH]c(=O)c21	11	-2	3.7	3	49	1.2	12	1	-1.4	-7
C=CCOc1nc2c(c(=O)n(C)c(=O)n2C)n1Cc1ccc(Cl)cc1Cl	18	-6	-1.6	4	-6	-3.7	-12	-2	-3.0	-8
COc1ccc(C2NC(=O)c3ccccc3N2)cc1OC (configuration not stated)	-10	12	25	-8	20	-1.0	5	17	-1.4	6
Fc1ccccc1Cc1ccc(Cl)nn1	16	3	/	0	21	-1.4	0	-2	4.0	1
CCOC(=O)C(N)CSC1CC(=O)N(c2ccc(OC)cc2)C1=O (configuration not stated)	-6	6	-0.7	5	4	-0.8	5	0	0.1	1
COc1ccc(-c2sc3cc(OC)c(OC)cc3c2C#CCO)cc1	14	19	-2.0	9	/	1.3	0	17	/	9
COc1ccc(Nc2ncc3c(n2)CC(c2ccc(C)cc2)CC3=O)cc1 (configuration not stated)	-9	8	-0.7	4	19	-1.6	/	2	0.3	14
Cc1ccc(/C=N/Nc2ccc(C(=O)O)cc2)o1	11	20	/	-18	6	-0.9	1	2	-0.3	-2
CC(C(=O)OCC(=O)Nc1ccc(S(=O)(=O)N2CCCCC2)cc1)N1C(=O)c2ccccc2C1=O (configuration not stated)	5	-3	-1.4	-6	35	-5.7	13	3	0.1	-26
Cc1ccc2cc3c(NS(=O)(=O)c4cccc5nonc45)nn(CC(C)C)c3nc2c1	3	13	-0.4	0	15	2.3	-2	3	-0.6	-10
COc1cc2c(cc1OC)C(C(=O)NCc1ccco1)C(c1cccs1)N(C)C2=O (configuration not stated)	-3	6	-3.4	7	2	-0.5	3	6	2.0	-6
NS(=O)(=O)c1ccc(NS(=O)(=O)c2ccc(NC(=O)c3ccc(-c4ccccc4)cc3)cc2)cc1	13	21	/	-12	41	-0.6	11	1	-1.7	-157
CCCC12CN(C(=O)c3ccc(OC)cc3)CC(C)(CN(C(=O)c3ccc(OC)cc3)C1)C2=O	-1	-1	0.2	4	-1	-1.1	/	2	0.6	-2
COc1ccc(-n2nc(C(=O)NCC(=O)NCCCN3CC(C)CC(C)C3)c3ccccc3c2=O)cc1OC (configuration not stated)	3	-4	/	14	20	-4.2	-24	-5	1.5	-4
COc1ccc(CNc2nccs2)cc1OC	2	1	-0.1	-2	30	-1.1	-36	9	3.1	-2
O=C(COc1ccc([N+](=O)[O-])cc1)Nc1ccc(CN2CCOCC2)cc1	-2	12	/	1	18	-1.0	2	-3	0.5	-4
C=CCNC(=O)COC(=O)c1ccc(Cl)c(S(N)(=O)=O)c1	4	3	/	-6	12	-1.1	0	7	-0.8	2
O=C(c1cccc(S(=O)(=O)N2CCN(c3ccc(F)cc3)CC2)c1)N1CCCC(C(F)(F)F)C1 (configuration not stated)	21	8	-0.9	-3	/	0.8	5	-2	3.4	3
CCCCn1c(N)c(N(CC(C)C)C(=O)CCNC(=O)c2ccc(Cl)cc2)c(=O)[nH]c1=O	-14	-7	/	-26	/	-1.6	-6	-2	-2.1	-2
O=C(Cc1cc(=O)[nH]c(=O)[nH]1)N1CCN(CCO)CC1	8	-3	-2.7	2	26	-0.1	-10	2	/	/
